Compound activity from PubChem BioAssay.
Fh CTSL1 inh: Fasciola hepatica cathepsin L1 inhibitors, primary screen, counter-screen for PFM18AAP inhibitor project, biochemical, QFRET, fluorogenic peptide substrate. recombinant F. hepatica cathepsin L1, Z-Leu-Arg-MCA fluorescence. inhibition, % at 5.96 µM. actives 0.49% (n = 300,000). AID 1906, 2009;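 active = inhibition above the mean of all tested compounds plus 3 SD, set per screening campaign, cut at about 17% in these data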;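 note: 0% = plate median of test compound wells and 100% = 1 µM Z-Phe-Ala-diazomethylketone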
PP5 inh: PP5 phosphatase inhibitors, primary screen, biochemical, fluorescence. purified PP5c, OMFP substrate fluorescence. inhibition, % at 6.7 µM. Serine/threonine-protein phosphatase 5 (Homo sapiens), P53041. actives 0.18% (n = 320,000);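 active = inhibition above the campaign's mean inhibition across all tested compounds plus 3 SD, cut at about 9.5% in these data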;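 note: 0% = DMSO only and 100% = 100 µM cantharidin control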
Efflux pump mplx: inhibitors of Candida efflux pumps in yeast, primary screen, S. cerevisiae, Nile Red, multiplex. S. cerevisiae Candida pump triplex. inhibition, % at 10 µM. actives 0.44% (n = 330,000). AID 485275, 2010;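 active = plate passing quality check with inhibition over a set limit, or well fluorescence over plate mean plus 4 SD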;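 note: Nile Red retained in pooled yeast measured as flow cytometry median fluorescence; 0% = buffer negative control and 100% = Enniatin B positive control; higher means more Nile Red kept so more efflux inhibition; some compounds called inactive have numbers as strong as hits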
PP1 inh: PP1-alpha phosphatase inhibitors, primary screen, counter-screen for PP5 inhibitor project, biochemical, fluorescence, OMFP substrate, single point; Serine/threonine-protein phosphatase PP1-alpha catalytic subunit (Homo sapiens), P62136; purified PP1alpha; inhibition, % at 6.7 µM; actives 0.9% (n = 320,000); AID 2235, 2010;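 active = inhibition above the mean inhibition of all tested compounds plus 3 SD, computed separately for each screening campaign, cut at about 15% in these data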
Target sequence (P62136 whole entry, looked up): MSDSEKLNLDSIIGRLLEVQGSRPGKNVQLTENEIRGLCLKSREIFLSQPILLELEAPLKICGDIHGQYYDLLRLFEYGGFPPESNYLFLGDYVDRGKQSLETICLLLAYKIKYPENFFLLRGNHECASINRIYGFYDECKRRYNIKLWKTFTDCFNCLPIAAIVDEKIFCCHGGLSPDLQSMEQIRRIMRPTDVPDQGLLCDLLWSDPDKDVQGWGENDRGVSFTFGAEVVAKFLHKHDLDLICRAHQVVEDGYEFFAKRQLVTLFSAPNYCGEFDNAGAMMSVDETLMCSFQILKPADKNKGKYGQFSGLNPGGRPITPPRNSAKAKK
TPT1 inhibitor: Candida albicans TPT1 enzyme inhibitors, primary screen, biochemical, fluorescence polarization; AID 1962, 2009; inhibition, % at 5 µM; actives 0.81% (n = 300,000); recombinant caTPT1, FP RNA substrate dephosphorylation;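 active = inhibition above the mean of all tested compounds plus 3 SD, set per screening campaign, cut at about 24% in these data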;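 note: plate controls were DMSO alone for no effect and ferristatin control at 100 nM for full effect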
procasp3 activ: activators of human procaspase-3 D3A mutant, primary screen, biochemical, absorbance, PC-3 D3A mutant, single concentration | activation, % at 8.5 µM | Caspase-3 (Homo sapiens), P42574 | AID 463141, 2010 | actives 0.11% (n = 330,000) | recombinant procaspase-3 D3A, Ac-DEVD-pNA absorbance 405 nm;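 active = activation above the mean of all tested compounds plus 3 SD, cut at about 21% in these data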;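 note: 0% = DMSO alone and 100% = DMSO wells spiked with extra 5 µM PC-3 D3A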
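System: Procaspase-3 D3A mutant. Medium: Zinc-free 300 mM NaCl, 50 mM HEPES, 0.01% Triton X-100. Schedule: 1 h preincubation plus 2 h reaction at 25 °C. Measured by: 405 nm absorbance of p-nitroaniline, reads at 0 and 120 min. Read-out: percent activation relative to control range.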
GASC-1 inh: inhibitors of GASC-1 histone demethylase, primary screen, biochemical, fluorescence, DELFIA europium. Lysine-specific demethylase 4C (Homo sapiens), Q9H3R0. GST-JMJD2C(1-420) H3K9me3 demethylation. inhibition, % at 2.35 µM. actives 0.069% (n = 330,000);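 active = more than half of a compound's replicate wells show inhibition beyond 50%, single wells judged on their own value; inconclusive = some, but no more than half, of replicates pass 50% inhibition; inactive = no replicate passes 50% inhibition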;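 note: signal counts dimethyl H3K9 product captured on neutravidin plate; 0% = median of DMSO wells and 100% = 0.3 times that DMSO median; strong numbers were not always called active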
Target sequence (Q9H3R0 1-420 limits assumed): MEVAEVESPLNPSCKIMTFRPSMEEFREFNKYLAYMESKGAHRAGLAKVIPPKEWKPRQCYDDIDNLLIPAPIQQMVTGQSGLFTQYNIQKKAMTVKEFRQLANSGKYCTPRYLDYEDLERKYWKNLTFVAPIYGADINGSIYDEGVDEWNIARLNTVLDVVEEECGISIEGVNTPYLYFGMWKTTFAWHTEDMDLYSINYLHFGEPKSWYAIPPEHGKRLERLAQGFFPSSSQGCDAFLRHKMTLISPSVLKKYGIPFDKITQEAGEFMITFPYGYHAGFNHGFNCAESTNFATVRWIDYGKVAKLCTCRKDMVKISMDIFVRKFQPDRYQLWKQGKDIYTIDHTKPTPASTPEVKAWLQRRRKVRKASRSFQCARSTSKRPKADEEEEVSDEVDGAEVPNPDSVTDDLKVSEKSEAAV
proCasp7 act: procaspase-7 activators, primary screen, counter-screen for procaspase-3 activator project, biochemical, absorbance, HTS, human. Caspase-7 (Homo sapiens), P55210. recombinant procaspase-7, Ac-DEVD-pNA absorbance 405 nm; D23A/D198A/D206A triple mutant, cannot self-cleave; scale: DMSO 0, 5 µM enzyme 100. activation, % at 8.5 µM. actives 0.093% (n = 330,000). AID 463210, 2010;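 active = percent activation above the screen-wide mean plus 3 SD, cut at about 25% in these data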
Target sequence (P55210 whole entry D23A/D198A/D206A): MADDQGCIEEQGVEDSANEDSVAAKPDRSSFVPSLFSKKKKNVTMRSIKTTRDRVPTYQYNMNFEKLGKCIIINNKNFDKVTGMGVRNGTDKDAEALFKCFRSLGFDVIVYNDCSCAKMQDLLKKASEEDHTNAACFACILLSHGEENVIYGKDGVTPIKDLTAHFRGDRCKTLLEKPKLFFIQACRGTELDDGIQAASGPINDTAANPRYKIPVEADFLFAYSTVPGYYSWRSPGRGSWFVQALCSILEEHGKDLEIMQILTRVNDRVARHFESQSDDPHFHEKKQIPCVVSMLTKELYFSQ
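System: Uncleavable procaspase-7 mutant enzyme; Amount: 2 µM procaspase-7 mutant as dispensed; Schedule: 1 h compound preincubation, 2 h substrate cleavage, 25 °C; Measured by: 405 nm absorbance of p-nitroaniline; Evaluation: percent activation from buffer-corrected 0–120 min absorbance change; Control set: low DMSO alone, high DMSO plus 5 µM PC-7.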
HCV core dimer: inhibitors of HCV core protein dimerization, primary screen, biochemical, TR-FRET, high-throughput; TR-FRET GST/Flag-core106 dimerization, 1536-well; inhibition, % at 5 µM; actives 0.33% (n = 300,000); AID 1899, 2009;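 active = inhibition above the mean of all tested compounds plus 3 SD, set per screening campaign, cut at about 45% in these data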
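Material: Tagged HCV core106 pair (GST and Flag) | Amount: GST-core106 13.5 nM, Flag-core106 17 nM | Medium: KF-containing HEPES buffer, pH 7.45, DTT, CHAPS, BSA | Reagent: Eu donor and XL665 acceptor anti-tag antibodies | Schedule: 4 h at 22.5 °C | Technique: Time-resolved FRET, ex 340 nm, em 617 and 671 nm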
The depositor's hits bear a star; ? = inconclusive; . = no result given.

SMILES	Fh CTSL1 inh	PP5 inh	Efflux pump mplx	PP1 inh	TPT1 inhibitor	procasp3 activ	GASC-1 inh	proCasp7 act	HCV core dimer
O=C(CSc1nnc2ccccn12)Nc1cccc(S(=O)(=O)N2CCOCC2)c1	-4	3.0	0.0	-4	-2	-7	10	4	1
COc1ccc(N2CCN(C(=O)c3cn(C4CCCC4)c(=O)c4c3c3ccccc3n4C)CC2)cc1	1	1.5	-0.1	-2	3	10	27	1	6
COc1cc(CNn2nnnc2N)ccc1OCc1c(Cl)cccc1Cl	-4	2.5	0.1	-1	-1	4	-10	10	-3
COc1ccc([C@H]2CC(=O)C=C(c3ccccc3)C2)cc1	.	1.6	0.1	2	.	1	6	-7	.
O=C(OCC(=O)N1CCOCC1)c1cccc(F)c1	-3	2.8	0.1	0	-2	1	5	13	-1
CN(Cc1ccccc1F)c1nc(-c2cccs2)nc2ccccc12	-1	4.7	-0.1	-1	0	4	1	-5	11
COc1ccc(CN(C(=O)c2ccccc2OC)C2CCS(=O)(=O)C2)cc1 (stereo unspecified)	-4	-0.4	-0.1	1	2	-10	1	-3	-2
Cc1nn(Cc2ccccc2)c(C)c1/C=N/NC(=O)c1ccncc1	-1	1.4	-0.1	1	2	1	-5	5	3
Cc1ccc(NC(=O)CCCCCC2NC(=O)NC2C)cc1 (stereo unspecified)	-2	0.6	-0.1	-4	-1	2	6	8	2
COc1ccc(/C=C2/SC(=O)N(CCNC(=O)C3COc4ccccc4O3)C2=O)cc1 (stereo unspecified)	-5	1.0	0.4	2	1	-1	0	-4	1
COc1ccc(CCNCC(O)COc2cccc(Br)c2)cc1OC (stereo unspecified)	-3	-0.7	0.1	5	3	-4	7	4	-5
Cc1ccc(C(=O)OCC(=O)NNC(=O)COc2ccc(Cl)cc2)c(O)c1	-11	0.2	-0.1	4	-2	4	-14	0	-6
Cc1ccc(-c2noc(C3CCN(S(C)(=O)=O)CC3)n2)o1	-4	2.4	-0.3	-7	3	2	38	2	-4
CCOC(=O)c1ccc(S(=O)(=O)NC2CC2)cc1	0	1.2	0.0	1	3	5	0	3	-4
CCCCCCSc1ccc(-c2nc3ccc(Cl)cn3c2NC2CCCCC2)cc1	.	.	-0.1	.	.	-8	-11	-15	.
CC1Cn2c(CCc3ccccc3)nnc2S1 (stereo unspecified)	0	1.7	0.0	0	3	-5	2	6	-6
CCc1nnc(NC(=O)CSc2nnc(C(C)NC(=O)c3ccccc3)n2C)s1 (stereo unspecified)	-3	1.7	0.3	-1	-2	-3	6	3	-4
CCCCCc1nc2c(c(=O)c3ccccc3n2C)c(=O)n1Cc1ccc(OC)cc1	-1	1.5	-0.1	8	4	-4	5	8	22
Cc1csc(=Nc2ccc(S(=O)(=O)N3CCOCC3)cc2)n1Cc1ccco1	2	3.2	-0.1	0	1	2	-6	-4	20
CC1CCN(C(=S)NC(=O)c2cccc([N+](=O)[O-])c2)CC1	-3	1.4	-1.3	-3	-4	7	41	7	-5
CCCCCC1CCC(c2nnc(SCC(C)=O)o2)CC1 (stereo unspecified)	7	2.4	-0.6	-2	-2	5	2	-5	3
CC(C)Cc1cc(C(=O)N2CCCC(CO)(Cc3ccc(F)cc3)C2)no1 (stereo unspecified)	-1	3.4	0.2	4	4	8	-5	1	-9
CC(CCc1ccccc1)NC(=O)CSc1nc(N)cc(N)n1 (stereo unspecified)	-1	1.1	-0.2	1	-5	-2	7	9	-5
CCOc1ccc(C=NNc2ccc(S(=O)(=O)Nc3ccccc3C(=O)O)cc2[N+](=O)[O-])cc1	.	.	0.1	.	.	0	6	-6	.
CC(=O)c1c(C)[nH]c(C(=O)NCCc2ccc(Cl)cc2)c1C	6	1.4	-0.1	2	-7	11	3	7	-4
N=c1n(CC(=O)c2ccc([N+](=O)[O-])cc2)c2ccccc2n1Cc1ccccc1Cl	0	-0.7	0.1	-5	0	-5	3	3	-4
O=C(NC1CCCCCC1)c1cccc(COCC(F)(F)F)c1	-1	-1.6	0.1	-3	-1	8	-2	11	3
CSCC[C@H](NC(=O)OC(C)(C)C)C(=O)N1CCC(C(=O)NCC(=O)Nc2ccc(C)cc2)CC1	6	4.3	0.1	-3	2	-4	4	10	1
CCOc1ccc(NC(=O)C(C)Oc2ccccc2C(=O)Nc2cccc(Cl)c2Cl)cc1 (stereo unspecified)	-1	-1.0	0.1	-7	-1	12	11	8	2
OC1(c2ccccc2)C/C(=N\n2cnnc2)C=C1c1ccccc1 (stereo unspecified)	2	2.4	-0.1	-2	-1	-2	-5	0	0
Cc1ccc[n+](CC(=O)c2ccccc2)c1	1	-1.2	0.1	0	-1	6	-6	-8	-5
COc1ccc(/C=C/C(=O)Oc2cc(C)[nH]c(=O)c2[N+](=O)[O-])cc1OC	5	2.2	-0.1	1	0	4	4	1	-11
S=c1[nH]nc([C@@H]2C[C@H]2c2ccccc2)n1-c1ccccc1Cl	-4	1.1	0.1	-3	2	-31	15	-25	1
COc1ccc(NC(=O)CSc2nc3ccc(OC)cc3[nH]2)cc1	0	-0.3	0.1	8	2	-1	5	8	0
Cc1noc(C)c1NC(=O)N(C)C[C@H]1Oc2ccc(NS(=O)(=O)c3ccccc3)cc2C(=O)N([C@H](C)CO)C[C@@H]1C	.	.	-0.2	.	.	-2	43	-4	.
CCOc1ccc(S(=O)(=O)N2CCOCC2)cc1NC(=O)CN1C(=O)NC2(CCCC2)C1=O	-6	-0.2	0.0	-6	-5	3	-2	-5	2
COc1ccc(C(=O)/C=C/c2ccc(OC3CSC3)cc2)cc1OC	0	2.4	-0.5	0	-3	0	-5	-7	6
Cc1ccc(NC(=O)CSc2nnc(CNC(=O)c3ccco3)n2C)c(C)c1	-2	0.7	-0.1	2	-1	11	?	1	-4
COc1cccc(C2C(C#N)=C(C)NC3=C2C(=O)CC(C)(C)C3)c1 (stereo unspecified)	-6	0.1	0.5	-11	1	-3	?	-4	7
CC(OC(=O)c1ccc(-c2ccc(O)cc2)cc1)C(=O)NC1CCCCC1C (stereo unspecified)	3	1.3	0.0	-5	1	-2	3	7	0
COc1cc(/C=N/NC(=O)c2ccc(O)cc2)ccc1OCC(=O)Nc1cccc([N+](=O)[O-])c1	2	1.1	0.0	0	1	7	-3	4	3
CCOC(=O)N1CCN(C(=O)c2ccccc2-c2ccccc2)CC1	-3	-6.8	0.1	-12	4	-2	4	-8	5
C=CCOc1ccc(/C=C/C(=O)OCC(=O)N(C)C2CCS(=O)(=O)C2)cc1 (stereo unspecified)	3	1.1	0.0	0	2	-2	3	5	11
O=C(O)c1cnc(-c2ccccc2)nc1Sc1ccc(Cl)cc1Cl	6	0.9	0.0	2	-1	2	5	2	11
O=C(NC1CCCC1)C(c1ccncc1)N(C(=O)c1ccco1)c1ccc(Cl)cc1 (stereo unspecified)	-1	3.4	-0.4	-4	4	1	7	-4	1
CC(=O)c1cccc(NS(=O)(=O)N(C)C)c1	4	1.3	0.0	0	1	0	3	14	-1
COc1ccccc1NC(=O)/C(C#N)=C/C=C/c1ccco1	1	0.5	-0.1	1	6	2	0	-12	1
CCCOc1ccc(C2C(C(=O)c3ccco3)=C(O)C(=O)N2CCCn2ccnc2)cc1 (stereo unspecified)	0	0.8	0.0	5	5	-12	0	-36	7

Pulled one by one from the list above, 7 records:
SMILES	Fh CTSL1 inh	PP5 inh	Efflux pump mplx	PP1 inh	TPT1 inhibitor	procasp3 activ	GASC-1 inh	proCasp7 act	HCV core dimer
Cc1ccc(NC(=O)CSc2nnc(CNC(=O)c3ccco3)n2C)c(C)c1	-2	0.7	-0.1	2	-1	11	?	1	-4
O=C(NC1CCCC1)C(c1ccncc1)N(C(=O)c1ccco1)c1ccc(Cl)cc1 (stereo unspecified)	-1	3.4	-0.4	-4	4	1	7	-4	1
COc1ccccc1NC(=O)/C(C#N)=C/C=C/c1ccco1	1	0.5	-0.1	1	6	2	0	-12	1
C=CCOc1ccc(/C=C/C(=O)OCC(=O)N(C)C2CCS(=O)(=O)C2)cc1 (stereo unspecified)	3	1.1	0.0	0	2	-2	3	5	11
COc1ccc(C(=O)/C=C/c2ccc(OC3CSC3)cc2)cc1OC	0	2.4	-0.5	0	-3	0	-5	-7	6
CCCOc1ccc(C2C(C(=O)c3ccco3)=C(O)C(=O)N2CCCn2ccnc2)cc1 (stereo unspecified)	0	0.8	0.0	5	5	-12	0	-36	7
CC(OC(=O)c1ccc(-c2ccc(O)cc2)cc1)C(=O)NC1CCCCC1C (stereo unspecified)	3	1.3	0.0	-5	1	-2	3	7	0

Other compounds
SMILES	Fh CTSL1 inh	PP5 inh	Efflux pump mplx	PP1 inh	TPT1 inhibitor	procasp3 activ	GASC-1 inh	proCasp7 act	HCV core dimer
Cc1ccc2nc(-c3cc(N)cc(N)c3)oc2c1	1	2.8	-0.1	-1	6	-2	6	7	6
CCN(CC(=O)NCc1cccs1)C(=O)c1ccc(S(=O)(=O)Nc2cccc(C)c2C)cc1	-3	-0.9	0.2	-4	-1	-3	10	4	11
Cn1nccc1C(=O)Nc1ccc(Cl)cc1	2	2.6	0.1	3	-1	3	3	4	-1
Cc1ccc(C)c(S(=O)(=O)NC2CCS(=O)(=O)C2)c1 (stereo unspecified)	2	-2.5	0.0	-5	0	4	14	6	-1
Cc1ccc(-c2nc3cc(Cl)ccc3o2)cc1	-2	-0.2	-0.1	0	2	2	-2	0	5
Cc1cnc(C(=O)OCC(=O)N(Cc2ccccc2)C(C)(C)C)cn1	.	.	-0.1	.	.	0	4	0	.
